KOR beta-arrestin-1: KOR antagonists, beta-arrestin recruitment, cell-based, luminescence, uHTS (AID 1778) | KOR beta-arrestin recruitment, luminescence, antagonist mode; higher % means a stronger effect | 0.091% of 290,000 active | one-dose inhibition, % at 10 µM; IC50 in µM for titrated hits; further: strong numbers were not always called active
KOR beta-arrestin-2: KOR agonists, beta-arrestin recruitment, primary screen, cell-based, luminescence, uHTS (AID 1777); KOR beta-arrestin recruitment, luminescence; higher % means a stronger effect; activation, % at 10 µM, or EC50 in µM where a hit was titrated; 0.02% of 280,000 active; Kappa-type opioid receptor (Homo sapiens); in the data active means activation above about 50%, passing the limit was not always enough; further: a part of the inactive calls stands beside numbers as strong as those of hits
NOD2 inhibition: NOD2 signaling inhibitors, cell-based, luminescence, uHTS, HEK293 (AID 1566). HEK293 NOD2/NF-kB luciferase reporter, luminescence; higher % means a stronger effect. one-dose inhibition, % at 4 µM; EC50 in µM for titrated hits. 0.63% of 290,000 active; further: many of its hits are not listed in these tables
T cell modulator: modulators of CD8 T cell-vesicle binding, primary screen, mouse 2C CD8+ T cells, flow cytometry | 2C CD8+ T cell-vesicle binding; stronger effect = lower value | calls only at 7 µM | 0.068% of 330,000 active;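 active means response, share of CD8 T cells binding vesicles, and their 90th percentile fluorescence all below set limits, cut at about 80% in these data, passing the limit was not always enough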
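Material: murine 2C transgenic CD8+ T lymphocytes / Also added: QL9-peptide-loaded Drosophila micro-vesicles bearing Ld, ICAM-1 and B7-1 / Schedule: binding step 1.5 h, 37 °C, antibody labelling 20 min, ice / Signal: flow cytometry, PE anti-B7-1 (FL2) versus Alexa647 anti-CD8 (FL8), PFA-fixed / Evaluation: percent CD8+ FL2 mean versus row control / Benchmarks: naked versus QL9-loaded vesicles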
GPR55 beta-arrestin: GPR55 agonists via beta-arrestin recruitment, primary screen, imaging, U2OS cells, beta-arrestin-GFP redistribution (AID 1961); U2OS GPR55 beta-arrestin-GFP redistribution imaging; higher % means a stronger effect; one-dose activation, % at 10 µM; EC50 in µM for titrated hits; 0.048% of 290,000 active;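 active means activation above 40% with more than 50 cells counted in the well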;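 further: U2OS osteosarcoma cells stably expressing GPR55 and beta-arrestin-GFP; plate controls were DMSO negative control for no effect and LPI positive control for full effect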
NTR1 agonist: agonists of NTR1, primary screen, imaging, U2OS cells, beta-arrestin-GFP, high content (AID 493036). Neurotensin receptor type 1 (Homo sapiens), P30989. NTR1-U2OS beta-arrestin-GFP spot imaging, agonist mode. activation, % at 20 µM. 0.17% of 330,000 active;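 active means activation at or above 40% of the spot to cytoplasm intensity ratio, with at least 20 cells analyzed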;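 further: 0% = DMSO without peptide and 100% = 100 nM NTR1 peptide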
Target sequence (P30989 whole entry, looked up): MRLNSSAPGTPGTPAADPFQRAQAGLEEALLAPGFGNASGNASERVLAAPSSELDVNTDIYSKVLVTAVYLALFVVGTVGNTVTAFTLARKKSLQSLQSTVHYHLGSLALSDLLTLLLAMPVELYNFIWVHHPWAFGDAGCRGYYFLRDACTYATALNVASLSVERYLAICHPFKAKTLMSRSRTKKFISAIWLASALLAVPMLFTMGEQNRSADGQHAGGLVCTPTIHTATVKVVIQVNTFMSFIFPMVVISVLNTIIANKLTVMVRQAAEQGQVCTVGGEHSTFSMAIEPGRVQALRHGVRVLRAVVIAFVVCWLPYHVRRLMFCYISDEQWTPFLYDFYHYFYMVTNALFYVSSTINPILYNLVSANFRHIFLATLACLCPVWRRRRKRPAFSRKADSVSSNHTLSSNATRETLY
GPR55 antagonists: GPR55 antagonists blocking LPI-driven arrestin recruitment, primary screen, imaging, U2OS, beta-arrestin-GFP, LPI agonist (AID 2013); G-protein coupled receptor 55 (Homo sapiens); one-dose inhibition, % at 10 µM; IC50 in µM for titrated hits; 0.13% of 290,000 active; U2OS GPR55 beta-arrestin-GFP translocation imaging, LPI antagonism; higher % means a stronger effect;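 active means spots per cell inhibited over 60%, with over 100 cells counted and total cytoplasm intensity under 500,000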;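 further: U2OS cells stably carrying GPR55 and arrestin-GFP stimulated by 5 µM LPI near EC80; imaged beta-arrestin-GFP aggregate spots per cell after agonist stimulation; plate controls were LPI-stimulated DMSO wells for no effect and DMSO wells without LPI for full effect; some results filed as inactive read as strong as hits; confirmed hits need IC50 under 10 µM and bright autofluorescent wells are also inconclusive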
Myeloid diff MLP: induction of myeloid progenitor differentiation, primary screen, cell-based, flow cytometry, MLPCN library; ER-HoxA9 myeloid progenitors, lysozyme-GFP differentiation; calls only at 10 µM; 1% of 360,000 active; AID 624256, 2012;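 active means normalized GFP-positive differentiation at or above the plate's own cutoff, the solvent-only control mean plus 3 SD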;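 further: cells exposed to compound for four days before flow analysis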
NOD1 NF-kB reporter: NOD1 signaling inhibitors, primary screen, cell-based, luminescence, uHTS (AID 1578). NOD1-driven NF-kB luciferase reporter cells, luminescence; higher % means a stronger effect. 1% of 290,000 active. one-dose inhibition, % at 4 µM; EC50 in µM for titrated hits; in the data active means inhibition mostly above about 36%, no sharp cut-off; inactive means mostly below about 34%;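 further: HEK-293T reporter cells stimulated with the NOD1 agonist gamma-tri-DAP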
T cell modulator vesicle-bound %: further read-out of T cell modulator, marked with its call; double positive events, %; measured here: CD8+ vesicle-bound cell fraction;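 binding gate set so that unloaded-vesicle control wells show 10% double positive cells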
NTR1 agonist cell count 20 µM: second read-out of NTR1 agonist, no call of its own (marks repeat the call); cell count; measured here: cell count, cytotoxicity flag
Myeloid diff MLP GFP+ MAC1+ %: second read-out of Myeloid diff MLP, no call of its own (marks repeat the call); GFP+ MAC1+ double positive, %; measured here: differentiation confirmed by MAC1 staining
* hit, by the source's call; i = inactive; nt = no result given; [ ] = another dose, or the depositor's remark. Unless noted, no stated cut-off is given here; in the data, active means inhibition above about 50%; inactive means the rest. A portion of the library; count on the stated rates, not on these rows.

SMILES	NTR1 agonist	Myeloid diff MLP	NOD2 inhibition	KOR beta-arrestin-1	T cell modulator	GPR55 beta-arrestin	Myeloid diff MLP GFP+ MAC1+ %	NTR1 agonist cell count 20 µM	NOD1 NF-kB reporter	GPR55 antagonists	KOR beta-arrestin-2	T cell modulator vesicle-bound %
CCc1cccc(C)c1NC(=O)c1cccc(N(C)C)c1	-0.7	i	4.8%	0.4%	i	-0.1%	1.2	38	5.1%	0.9%	-3.2%	47.6
O=C(O)C1Cc2ccccc2CN1C(=O)c1ccco1 (stereo unspecified)	0.3	i	10.6%	-20.1%[20 µM]	i	-0.2%	0.3	58	19.1%	-3.0%	5.9%	55.8
Cc1ccc2nc(SCC(=O)N/N=C/c3ccc(C(=O)O)cc3)cc(C)c2c1	-0.8	i	20.9%	23.0%[20 µM]	i	-0.1%	0.9	53	-17.0%	7.0%	0.1%	54.9
CCCCOC(=O)Nc1ccc(S(=O)(=O)Nc2nc(C)cc(C)n2)cc1	1.9	i	4.3%	6.3%	i	-0.1%	6.0	82	-2.8%	3.4%	-4.0%	39.3
Cc1ccccc1-c1nc(CN(Cc2c(C)nn(C)c2C)C2CC2)c(C)o1	0.6	i	14.1%	-19.6%[20 µM]	i	0.2%	0.5	93	17.9%	27.5%	-6.7%	32.7
CC(C)(C)c1cc(NCc2ccccn2)n2ncc(-c3ccc(Cl)cc3)c2n1	10.8	i	-12.7%	-6.3%	i	0.2%	0.3	57	-9.3%	7.4%	3.6%	30.2
Cc1cc(C)n(-c2nc(Nc3ccccc3C)nc(-n3nc(C)cc3C)n2)n1	48.1*	nt	18.9%	1.5%	i	-0.1%	nt	86*	38.1%	20.4%	-0.3%	10.8
COc1ccccc1CNC(=O)C1CC(c2ccccc2C(F)(F)F)=NO1 (stereo unspecified)	-1.6	i	22.7%	12.3%	i	-0.1%	2.8	88	4.6%	-22.7%	-1.8%	14.5
CNC(=S)N1N=C(c2ccc(Br)cc2)CC1c1ccc(Br)cc1 (stereo unspecified)	3.1	i	-20.1%	-17.7%	i	0.0%	0.6	93	17.3%	12.2%	6.0%	47.1
COc1ccc2c(=O)c(-c3ccccc3)coc2c1	1.9	i	-92.0%	3.4%	i	0.6%	2.1	91	-53.2%	10.3%	9.8%	19.5
O=C(c1ccco1)N1CCN(Cc2nc3cc(Cl)ccc3c(=O)[nH]2)CC1	1.3	nt	16.8%	10.5%	i	0.1%	nt	61	-29.5%	-7.1%	-0.1%	52.2
Cc1ccc(C)c(N(CC(=O)NC(C)(C)C)C(=O)CCC(=O)Nc2nccs2)c1	-0.2	i	-1.0%	-6.9%	i	-0.1%	0.5	79	-34.6%	0.1%	-3.6%	37.0
OCCOCCNc1ncnc2nc[nH]c12	3.9	i	15.9%	10.7%	i	-0.1%	1.8	56	nt	-4.7%	-4.2%	54.9
CCCCC(C(=O)O)C(C)CC(=O)Nc1cccc(C(=O)O)c1 (stereo unspecified)	-0.2	nt	-0.2%	21.7%	i	-0.2%	nt	26	18.1%	8.2%	9.5%	11.9
Cc1nc(N2CCN(Cc3ccc4c(c3)OCO4)CC2)nc2c1C(=O)CC(c1ccco1)C2 (stereo unspecified)	1.7	i	-3.5%	14.7%	i	-0.3%	0.0	65	-5.7%	1.8%	-6.1%	41.7
Cc1ccc(/C=C/C(=O)OC(C)C(=O)Nc2ccc(Cl)cn2)o1 (stereo unspecified)	-0.3	i	4.9%	9.8%	i	-0.3%	0.7	70	-6.4%	-7.2%	0.5%	32.7
CCc1nnc(NC(=O)CSc2nc3ccccc3c(=O)n2CCCOC)s1	-0.9	i	21.4%	5.3%	i	0.2%	0.5	53	-7.3%	12.1%	13.6%	65.6
Cn1nnnc1Sc1ncnc2scc(-c3ccccc3)c12	2.4	nt	nt	11.3%	i	0.3%	nt	51	nt	-7.6%	-0.6%	38.2
Cc1nc(=O)cc(-c2ccccc2)n1-c1ccccc1	-0.8	i	8.6%	-14.3%	i	0.7%	6.9	47	1.4%	3.5%	-7.3%	34.9
O=C(NC1CCN(C(=O)N2c3ccccc3Sc3ccccc32)CC1)c1ccccc1F	0.4	i	24.5%	-2.2%	i	1.5%	2.4	46	23.7%	-16.8%	0.6%	29.8
Cn1cnnc1SCC(=O)N1CCc2ccccc21	0.0	i	10.8%	-32.9%	i	-0.2%	0.8	79	-21.3%	-0.6%	nt	55.3
O=C(Cn1nnc2ccccc2c1=O)NCC1CCC(C(=O)O)CC1 (stereo unspecified)	-0.9	i	2.5%	-9.0%	i	-0.3%	0.5	56	1.7%	-8.1%	0.2%	33.4
Cc1cc(C(=O)COc2cccnc2[N+](=O)[O-])c(C)n1Cc1ccco1	2.9	i	13.1µM*	-17.1%	i	0.5%	1.2	49	nt	0.6%	-1.7%	38.6
Cc1ccc(-c2nc3ccccc3s2)cc1NC(=S)NC(=O)c1ccccc1	13.4	i	-105.9%	-24.9%	i	-0.1%	0.9	44	51.9%	7.8%	1.7%	52.4
CCOC(=O)Cc1[nH]nc2c1C(C1C=CCCC1)C(C#N)=C(N)O2 (stereo unspecified)	1.1	i	13.3%	7.8%	i	0.1%	0.6	47	16.0%	9.4%	4.6%	40.4
CCOC(=O)/C(C(=Nc1ccccc1)Nc1ccccc1)=C(\C)O	1.1	i	12.7%	-25.0%[20 µM]	i	0.6%	0.6	67	-21.2%	5.5%	-2.5%	50.2
NC(=O)C1CCCN(CCc2ccccc2)C1 (stereo unspecified)	1.2	i	7.7%	-2.9%	i	0.2%	7.9	53	44.2%	3.6%	-1.3%	36.7
COc1ccc(CN(C2CCCC2)S(=O)(=O)c2ccc(-n3cnnn3)cc2)cc1	0.7	i	-5.2%	27.6%	i	-0.2%	0.3	53	-5.4%	-6.9%	2.6%	57.3
Cc1[nH]c2ccccc2c1C(=O)C(=O)N1CCN(c2ccccc2Cl)CC1	1.9	i	13.1%	-11.7%	i	-0.1%	0.4	49	-6.6%	-20.6%	7.1%	51.6
Cc1ccccc1NCCNc1ccccc1C	0.0	i	5.7%	22.3%	i	-0.1%	3.2	59	-1.9%	6.7%	-1.7%	65.4

Entries of single compounds, quoted from the list.
`Cc1nc(=O)cc(-c2ccccc2)n1-c1ccccc1` as listed: NTR1 agonist = -0.8; Myeloid diff MLP = i; NOD2 inhibition = 8.6%; KOR beta-arrestin-1 = -14.3%; T cell modulator = i; GPR55 beta-arrestin = 0.7%; Myeloid diff MLP GFP+ MAC1+ % = 6.9; NTR1 agonist cell count 20 µM = 47; NOD1 NF-kB reporter = 1.4%; GPR55 antagonists = 3.5%; KOR beta-arrestin-2 = -7.3%; T cell modulator vesicle-bound % = 34.9
`CCCCOC(=O)Nc1ccc(S(=O)(=O)Nc2nc(C)cc(C)n2)cc1` as listed: NTR1 agonist = 1.9; Myeloid diff MLP = i; NOD2 inhibition = 4.3%; KOR beta-arrestin-1 = 6.3%; T cell modulator = i; GPR55 beta-arrestin = -0.1%; Myeloid diff MLP GFP+ MAC1+ % = 6.0; NTR1 agonist cell count 20 µM = 82; NOD1 NF-kB reporter = -2.8%; GPR55 antagonists = 3.4%; KOR beta-arrestin-2 = -4.0%; T cell modulator vesicle-bound % = 39.3

Next results
SMILES	NTR1 agonist	Myeloid diff MLP	NOD2 inhibition	KOR beta-arrestin-1	T cell modulator	GPR55 beta-arrestin	Myeloid diff MLP GFP+ MAC1+ %	NTR1 agonist cell count 20 µM	NOD1 NF-kB reporter	GPR55 antagonists	KOR beta-arrestin-2	T cell modulator vesicle-bound %
Cc1nc(Cl)c(C(=O)Nc2cccc(F)c2)c(C)c1Cl	-0.3	i	9.8%	-1.6%	i	-0.3%	0.5	69	-10.7%	-4.0%	8.1%	40.8
COC(=O)c1ccc(NS(=O)(=O)c2ccc3[nH]c(=O)oc3c2)cc1	1.1	nt	17.9%	-16.4%	i	-0.2%	nt	61	-31.3%	-5.0%	-1.7%	11.9
Cc1ccc(CN2C(=O)CSC2c2ccccc2F)cc1 (stereo unspecified)	8.8	i	-8.3%	-13.8%	i	0.0%	0.8	71	1.8%	5.7%	-5.7%	57.4
CCCCn1cnc2c(cnn2-c2ccc(F)cc2)c1=O	0.6	i	-22.7%	-6.5%	i	-0.2%	0.6	46	15.6%	-5.5%	-1.3%	14.3
C=CCNC(=S)N(C1CCCCC1)C1CCCCC1	-1.1	i	15.6%	7.6%	i	0.4%	0.6	52	-11.3%	19.7%	-2.0%	40.2
CC(C)(C)c1ccc(CNC(=O)C2CCCN2C(=O)Nc2ccccc2)cc1 (stereo unspecified)	0.4	i	-12.9%	-27.9%	i	-0.1%	0.8	100	-11.0%	2.0%	0.9%	55.4
COc1cccc(N2C(=O)/C(=C\c3cccs3)NC2=S)c1	3.0	i	-37.4%	8.4%	i	0.1%	0.0	49	-43.5%	-0.1%	-7.8%	42.2
CCN(C(=O)CSc1nnc2nc(C)cc(C)n12)c1ccccc1	0.3	nt	1.3%	-39.2%	i	0.1%	nt	54	-30.5%	-14.8%	0.0%	52.3
CCOC(=O)Cc1csc(NC(=O)COc2ccc(OC)cc2)n1	-0.1	i	9.4%	3.0%	i	-0.1%	1.8	58	-14.2%	-13.8%	4.7%	26.9
O=C(Nc1nccs1)c1cccnc1Cl	-0.8	i	-15.2%	21.1%	i	0.0%	0.4	73	-2.2%	0.4%	0.5%	62.0
O=C(Nc1cc(C(=O)N2CCOCC2)ccc1N1CCCC1)c1cccs1	0.2	i	10.4%	-10.4%	i	-0.1%	0.6	56	-7.2%	5.9%	1.0%	36.3
COc1cccc(N/N=C/c2cccc(Br)c2O)c1	8.5	i	-61.0%	-19.6%	i	-0.2%	0.4	65	-9.3%	1.4%	4.5%	17.4

Source: PubChem
